Source: PubChem BioAssay (several laboratories)
MK inhibit: S. pneumoniae MK inhibitors, primary screen, biochemical, PK/LDH-coupled NADH absorbance; AID 555, 2006; inhibition, % at 10 µM; 0.48% of 65,000 active; mevalonate kinase [Streptococcus pneumoniae D39]; purified MK, PK/LDH-coupled NADH absorbance 340 nm;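 active means ranked among the strongest by inhibition in the single 10 µM screen, a fixed top-ranked set picked for dose follow-up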; further: no value below 0 was filed
HPDE-C7 viability: cytotoxicity in HPDE-C7 cells, cell-based, fluorescence, HTS (AID 430) | HPDE-C7 pancreatic duct cells viability, fluorescence; higher % means a stronger effect | one-dose cytotoxicity, % at 10 µM; EC50 in µM for titrated hits | 1.8% of 63,000 active;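 further: cells exposed to compound for 48 hours before viability readout; 0% = vehicle and 100% = reference cytotoxic drug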
LYP phosphatase: LYP phosphatase inhibitors, primary screen, biochemical, DiFMUP fluorescence, recombinant catalytic domain, 10 µM (AID 606); Tyrosine-protein phosphatase non-receptor type 22 (Homo sapiens); recombinant LYP catalytic domain, DiFMUP fluorescence; higher % means a stronger effect; inhibition, % at 10 µM, or IC50 in µM where a hit was titrated; 52,000 tested, under 10 active;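 active means IC50 under 40 µM in the dose-response test; inactive means IC50 of 40 µM or more, or never dose-tested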
HPDE-C7K KRASV12: cytotoxicity in KRAS-transformed pancreatic duct cells, primary screen, cell-based, fluorescence, HTS (AID 431); HPDE-C7K KRASV12 cells, Alamar Blue viability, 48 h; higher % means a stronger effect; cytotoxicity, % at 10 µM, or EC50 in µM where a hit was titrated; 1.7% of 63,000 active;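 active means compounds whose percent cytotoxicity in the single-dose primary screen, scaled between solvent and toxic-drug controls, exceeds 50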;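 further: 0% = DMSO solvent wells and 100% = doxorubicin-treated wells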
DPM-DC inhibit: S. pneumoniae DPM-DC inhibitors, primary screen, biochemical, PK/LDH-coupled NADH fluorescence. diphosphomevalonate decarboxylase (Streptococcus pneumoniae D39). purified DPM-DC. calls only at 10 µM. 0.49% of 65,000 active. AID 556, 2006;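 active means the 320 compounds with the highest percent inhibition in the single-dose primary screen, excluding strongly autofluorescent ones, cut at about 32% in these data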;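 further: kinetic rate of NADH fluorescence loss reporting ADP formed by the decarboxylase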
Bfl-1 inhibitors: Bfl-1 inhibitors, primary screen, biochemical, fluorescence polarization, FITC-Bid, mouse (AID 432). one-dose displacement, % at 20 µM; IC50 in µM for titrated hits. 0.02% of 64,000 active. FITC-Bid BH3 peptide fluorescence polarization displacement; higher % means a stronger effect. Bcl-2-related protein A1 (Mus musculus); in the data active means a potency from the dose series; inactive means the rest, 99 in 100 with displacement below about 15%; further: strong numbers were not always called active
TNAP inhibition: human TNAP enzyme inhibitors, biochemical, luminescent (AID 518); purified TNAP enzyme, luminescent substrate readout; higher % means a stronger effect; inhibition, % at 20 µM; hits with a dose series show IC50 in µM; Alkaline phosphatase, tissue-nonspecific isozyme (Homo sapiens); 0.09% of 64,000 active; in the data active means a potency from the dose series; inactive means the rest, 99 in 100 with inhibition below about 22%;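 further: plate controls were vehicle for no effect and reference inhibitor for full effect; many of its hits are not listed in these tables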
PMK inhibit: S. pneumoniae PMK inhibitors, primary screen, biochemical, mevalonate pathway, pilot trial included. phosphomevalonate kinase (Streptococcus pneumoniae D39). purified PMK, PK/LDH-coupled NADH absorbance 340 nm. inhibition, % at 10 µM. 0.49% of 65,000 active. AID 539, 2006;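 active means top-ranked compounds by inhibition in the single 10 µM screen, taking a fixed number of the strongest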;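 further: 0% = full reaction with DMSO carrier and 100% = background rate without enzyme reaction; no value below 0 was filed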
HT1080 viability: cytotoxicity in HT1080 fibrosarcoma cells, cell-based, fluorescence readout (AID 620). one-dose cytotoxicity, % at 10 µM; EC50 in µM for titrated hits. 0.42% of 87,000 active. HT1080 viability, fluorescence; higher % means a stronger effect;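 further: cells exposed to compound overnight then 4 h with Alamar Blue; 0% = vehicle DMSO and 100% = killing control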
PMK inhibit pilot replicates: further read-out of PMK inhibit, marked with its call; inhibition, %; measured here: pilot screen replicates
MK inhibit pilot replicates: second read-out of MK inhibit, no call of its own (marks repeat the call); inhibition, %; measured here: pilot screen replicates
DPM-DC inhibit pilot screen %: recorded beside DPM-DC inhibit, whose call it bears; inhibition, %; measured here: pilot screen trials
Active calls of the source: *; i = inactive; . = not tested or not shown; & = joins results of further samples. Unless noted, no stated cut-off is given here; in the data, active means cytotoxicity above about 50%; inactive means the rest.

SMILES	MK inhibit	HPDE-C7 viability	LYP phosphatase	HPDE-C7K KRASV12	DPM-DC inhibit	Bfl-1 inhibitors	TNAP inhibition	PMK inhibit	HT1080 viability	others
Cc1cc(C)cc(NC(=O)CSc2nnc(-c3ccccc3C)o2)c1	0	14%	.	6%	i	9%	4%	20	-13%
CC(C)CC(c1nnnn1Cc1ccco1)N1CCN(c2cccc(Cl)c2)CC1 (stereo unspecified)	7	10%	.	21%	i	4%	-1%	10	-3%
Cc1cc(NC(=O)c2ccc(N(C)S(=O)(=O)c3ccccc3)cc2)no1	9	-7%	-8%	7%	i	-8%	10%	0	-4%
C=CCCCOc1ccc(C(=O)O)cc1	6	-9%	-1%	-5%	i	-3%	13%	5	-3%
Cc1cccc(-c2noc(C3CCCCC3)n2)c1	8	-9%	16%	-24%	i	-8%	5%	13	4%
COC(=O)C(C)n1cnc2c(nnn2-c2ccc(OC)cc2)c1=O (stereo unspecified)	6	-19%	.	-15%	i	-2%	4%	13	21%
CNC(=O)c1ccc(-c2sc3nc(N4CCOCC4)c4c(c3c2N)CCCC4)o1	12	.	11%	.	.	10%	12%	9	-6%
Cc1ccc(/C=N/c2sc3c(c2C#N)CCC3)s1	12	-6%	10%	5%	i	2%	7%	0	-5%
Nc1nonc1-c1noc(N2CCOCC2)n1	7	-20%	-6%	-19%	i	1%	7%	5	0%
CCC(C)Sc1nc2c(cnn2-c2ccc(C)cc2)c(=O)[nH]1 (stereo unspecified)	5	-23%	12%	-11%	i	-3%	5%	7	-2%
Cc1cc(N2CCCC2=O)cc(C)c1S(=O)(=O)NCCOc1ccccc1	9	-15%	6%	-14%	i	1%	-6%	12	1%
COc1ccc(NC(=O)c2cc(-c3ccc(OC)c(OC)c3)on2)cc1OC	7	-8%	14%	-5%	i	-5%	1%	13	4%
CCSc1nnc(NC(=O)CCn2c(=O)oc3ccccc32)s1	0	-19%	9%	-9%	i	-10%	-1%	11	-6%
O=S(=O)(c1ccc(S(=O)(=O)N2CCCC3(CCCCC3)C2)cc1)N1CCCCC1	11	3%	-13%	4%	i	-5%	12%	5	21%
CC1CN(Cc2nc3c(c(=O)[nH]c(=O)n3C)n2CC(N)=O)CC(C)O1 (stereo unspecified)	1	3%	-2%	12%	i	1%	15%	2	3%	PMK inhibit pilot replicates=1.5;MK inhibit pilot replicates=2.5;DPM-DC inhibit pilot screen %=4.0
Cc1cnc(C(=O)N2CCN(S(=O)(=O)c3ccc4ccccc4c3)CC2)cn1	3	-3%	6%	-5%	i	-3%	6%	5	32%
COc1ccccc1NC1=NCC(=O)N1Cc1ccccc1	7	-31%	.	-24%	i	-5%	6%	0	6%
COc1cc(Br)cc(/C=N/c2ncn[nH]2)c1O	0	89%*	-8%	85%*	i	-12%	3%	0	3%	PMK inhibit pilot replicates=4.0;MK inhibit pilot replicates=5.5;DPM-DC inhibit pilot screen %=3.0
Cc1nc(-c2ccccc2)cc(N2CCCC2)n1	9	-15%	17%	-34%	i	-10%	3%	0	-5%
CCOC(=O)c1cnc(-n2nc(C)cc2C)nc1N(CC)CC	4	-6%	5%	-9%	i	-3%	1%	2	-2%
Cc1ccc(S(=O)(=O)NC(=O)Nc2cc(C)ccc2F)cc1	12	0%	11%	23%	i	-5%	10%	0	-6%
Cc1ccc2nc3c(cc(C(=O)NCC4CCCO4)c(=N)n3CCCOC(C)C)c(=O)n2c1 (stereo unspecified)	19	.	.	.	.	0%	9%	10	12%
CN(C)CCOC(=O)C1(c2ccccc2)CCOCC1	7	8%	.	4%	i	-4%	16%	16	6%&-16%
O=C(O)c1cnn(-c2ccccc2)c1-n1cccc1	7	9%	-7%	3%	i	-8%	4%	2	-1%
CCCCS(=O)(=O)c1sc2nc3c(cc2c1N)CCCC3	10	-11%	6%	-5%	.	-9%	17%	6	-3%

3 structures from above, sorted by formula weight, largest number first:
SMILES	MK inhibit	HPDE-C7 viability	LYP phosphatase	HPDE-C7K KRASV12	DPM-DC inhibit	Bfl-1 inhibitors	TNAP inhibition	PMK inhibit	HT1080 viability	others
CNC(=O)c1ccc(-c2sc3nc(N4CCOCC4)c4c(c3c2N)CCCC4)o1	12	.	11%	.	.	10%	12%	9	-6%
CCC(C)Sc1nc2c(cnn2-c2ccc(C)cc2)c(=O)[nH]1 (stereo unspecified)	5	-23%	12%	-11%	i	-3%	5%	7	-2%
Cc1ccc(/C=N/c2sc3c(c2C#N)CCC3)s1	12	-6%	10%	5%	i	2%	7%	0	-5%

Fetched by compound from above, two records:
SMILES	MK inhibit	HPDE-C7 viability	LYP phosphatase	HPDE-C7K KRASV12	DPM-DC inhibit	Bfl-1 inhibitors	TNAP inhibition	PMK inhibit	HT1080 viability	others
COC(=O)C(C)n1cnc2c(nnn2-c2ccc(OC)cc2)c1=O (stereo unspecified)	6	-19%	.	-15%	i	-2%	4%	13	21%
Cc1ccc(S(=O)(=O)NC(=O)Nc2cc(C)ccc2F)cc1	12	0%	11%	23%	i	-5%	10%	0	-6%

Structures above that have two or more sulfur atoms (4):
SMILES	MK inhibit	HPDE-C7 viability	LYP phosphatase	HPDE-C7K KRASV12	DPM-DC inhibit	Bfl-1 inhibitors	TNAP inhibition	PMK inhibit	HT1080 viability	others
Cc1ccc(/C=N/c2sc3c(c2C#N)CCC3)s1	12	-6%	10%	5%	i	2%	7%	0	-5%
CCSc1nnc(NC(=O)CCn2c(=O)oc3ccccc32)s1	0	-19%	9%	-9%	i	-10%	-1%	11	-6%
O=S(=O)(c1ccc(S(=O)(=O)N2CCCC3(CCCCC3)C2)cc1)N1CCCCC1	11	3%	-13%	4%	i	-5%	12%	5	21%
CCCCS(=O)(=O)c1sc2nc3c(cc2c1N)CCCC3	10	-11%	6%	-5%	.	-9%	17%	6	-3%

Next section.
SMILES	MK inhibit	HPDE-C7 viability	LYP phosphatase	HPDE-C7K KRASV12	DPM-DC inhibit	Bfl-1 inhibitors	TNAP inhibition	PMK inhibit	HT1080 viability	others
Cc1c(C(=O)OCC(=O)c2c(N)n(CC(C)C)c(=O)n(C)c2=O)oc2ccccc12	0	-17%	3%	-20%	i	-4%	1%	11	-6%
O=C(c1ccc2nc(N3CCCCC3)sc2c1)N1CCN(c2ccccn2)CC1	6	-11%	8%	1%	i	3%	10%	2	-1%	PMK inhibit pilot replicates=2.0;MK inhibit pilot replicates=3.0;DPM-DC inhibit pilot screen %=9.5
CCN1CCN(CC(=O)n2c3c(c4ccccc42)CC(C)CC3)CC1 (stereo unspecified)	4	2%	6%	16%	i	-2%	10%	10	2%
COC(=O)C(NC(C)=O)(Nc1nc2ccc(S(C)(=O)=O)cc2s1)C(F)(F)F (stereo unspecified)	6	0%	-11%	-5%	i	-2%	8%	8	4%	PMK inhibit pilot replicates=0.0;MK inhibit pilot replicates=0.0;DPM-DC inhibit pilot screen %=0.0
O=C(CSc1ccc2nnc(-c3ccncc3)n2n1)Nc1ccccc1F	13	0%	-10%	6%	i	5%	2%	0	-1%
O=C(NC1CCCCC1)C(c1ccccc1)N1CCCC1 (stereo unspecified)	9	0%	-4%	1%	i	0%	11%	0	10%
COc1ccc(N2CCN(C(=O)COc3ccccc3)CC2)cc1	13	-2%	2%	7%	i	0%	4%	0	-2%
C=CCn1c(C)cc(C(=O)COC(=O)COc2ccccc2C#N)c1C	0	-11%	6%	-17%	i	2%	1%	15	-1%
N#Cc1nc(-c2ccc(OCc3ccccc3Cl)cc2)oc1NCCCn1ccnc1	2	-5%	0%	5%	i	-8%	9%	0	-3%
CC(=O)Cc1nsc(NC(=O)c2ccc(Br)o2)n1	2	.	-1%	.	i	.	.	17	5%
CN(C(=O)COc1nnc(-c2cccs2)c(-c2cccs2)n1)c1ccccc1	2	-9%	.	-2%	i	-4%	13%	10	14%
CCOC(=O)c1ccc2[nH]c(C)cc(=O)c2c1	5	-8%	-4%	-3%	.	-4%	13%	2	11%
COc1ccc(CCNC(=O)CSc2nnc(CNC(=O)c3cccs3)o2)cc1OC	1	-7%	-1%	0%	i	-4%	7%	11	.
CCN1CCN(Cc2c(O)c(Cl)cc3c(C)cc(=O)oc23)CC1	0	13%	-9%	0%	.	1%	2%	0	-6%
COc1ccc(Nc2ncnc3c2cnn3-c2ccccc2)cc1OC	0	-4%	6%	2%	i	-5%	18%	0	-5%	PMK inhibit pilot replicates=0.0;MK inhibit pilot replicates=1.0;DPM-DC inhibit pilot screen %=0.5
CCc1cccc(NC(=O)CN(c2ccc(OC)cc2)S(=O)(=O)c2c(C)n[nH]c2C)c1	0	4%	5%	14%	i	-6%	-3%	8	1%
Clc1ccc(CCNc2ncnc3nc[nH]c23)cc1	0	-13%	-6%	-2%	i	-3%	-11%	5	5%
Cc1c(NC(=O)CSc2nc3ccccc3n2C)c(=O)n(-c2ccccc2)n1C	12	4%	13%	7%	i	1%	0%	9	3%
CCOc1ccc(Cc2nc(C)c(CC(=O)N3CCCCC3)c(=O)[nH]2)cc1	2	-7%	8%	-3%	i	-4%	15%	8	20%
CCCCn1cc(SCC(=O)O)c2ccccc21	8	1%	6%	2%	i	0%	-7%	0	-1%
Cc1cc(C)n(-c2nnc3n2N=C(c2c[nH]c4ccccc24)CS3)n1	7	51%*	-1%	41%	i	-4%	5%	6	30%
CCCCOC(=O)CSC1=C(C#N)C(c2ccccc2OC)C(C#N)C(=O)N1 (stereo unspecified)	78*	3%	4%	-10%	i	-5%	16%	3	2%
O=C(Cn1cc2c(n1)CCCCC2)NCCCN1CCOCC1	6	5%	5%	0%	i	-5%	10%	2	-1%
CCCS(=O)(=O)NCCc1cc2ccc(OC)cc2[nH]c1=O	4	0%	2%	2%	i	3%	10%	7	-1%
Cc1cccc(NC(=O)c2cnc3scc(C)n3c2=O)c1	4	-28%	4%	-14%	i	-2%	-6%	0	-3%
Cc1ccc(S(=O)(=O)N2CCN(S(=O)(=O)N3CCCCC3)CC2)c(C)c1	3	8%	.	7%	i	-3%	9%	0	13%
O=C1OC(Nc2ccc3c(c2)OCO3)c2ccccc21 (stereo unspecified)	6	-2%	.	2%	i	-4%	5%	0	1%
COc1ccc(CCNC(=O)c2ccccc2NC(=O)c2ccco2)cc1OC	8	11%	4%	18%	i	1%	-2%	0	-2%
CCOC(=O)CSc1nc2c(c(=O)n1-c1ccc(OCC)cc1)SCC2	0	.	1%	.	i	.	.	13	-14%

The order is random, and some 3.6% of all compounds hit somewhere here.
